IDE exosite inh: exo-site inhibitors of human IDE, primary screen, biochemical, fluorescence anisotropy, probe displacement; Insulin-degrading enzyme (Homo sapiens), P14735; purified IDE, FL-6b probe fluorescence polarization; active compounds read low; z-score at 20 µM; actives 6.3% (n = 17,000); AID 1259349, 2017;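 active = z-score of -3 or lower, meaning strong loss of probe binding signal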;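 also: His-tagged human IDE residues 42-1019 made in E. coli with 30 nM FL-6b probe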
Target sequence (P14735 42-1019 limits assumed): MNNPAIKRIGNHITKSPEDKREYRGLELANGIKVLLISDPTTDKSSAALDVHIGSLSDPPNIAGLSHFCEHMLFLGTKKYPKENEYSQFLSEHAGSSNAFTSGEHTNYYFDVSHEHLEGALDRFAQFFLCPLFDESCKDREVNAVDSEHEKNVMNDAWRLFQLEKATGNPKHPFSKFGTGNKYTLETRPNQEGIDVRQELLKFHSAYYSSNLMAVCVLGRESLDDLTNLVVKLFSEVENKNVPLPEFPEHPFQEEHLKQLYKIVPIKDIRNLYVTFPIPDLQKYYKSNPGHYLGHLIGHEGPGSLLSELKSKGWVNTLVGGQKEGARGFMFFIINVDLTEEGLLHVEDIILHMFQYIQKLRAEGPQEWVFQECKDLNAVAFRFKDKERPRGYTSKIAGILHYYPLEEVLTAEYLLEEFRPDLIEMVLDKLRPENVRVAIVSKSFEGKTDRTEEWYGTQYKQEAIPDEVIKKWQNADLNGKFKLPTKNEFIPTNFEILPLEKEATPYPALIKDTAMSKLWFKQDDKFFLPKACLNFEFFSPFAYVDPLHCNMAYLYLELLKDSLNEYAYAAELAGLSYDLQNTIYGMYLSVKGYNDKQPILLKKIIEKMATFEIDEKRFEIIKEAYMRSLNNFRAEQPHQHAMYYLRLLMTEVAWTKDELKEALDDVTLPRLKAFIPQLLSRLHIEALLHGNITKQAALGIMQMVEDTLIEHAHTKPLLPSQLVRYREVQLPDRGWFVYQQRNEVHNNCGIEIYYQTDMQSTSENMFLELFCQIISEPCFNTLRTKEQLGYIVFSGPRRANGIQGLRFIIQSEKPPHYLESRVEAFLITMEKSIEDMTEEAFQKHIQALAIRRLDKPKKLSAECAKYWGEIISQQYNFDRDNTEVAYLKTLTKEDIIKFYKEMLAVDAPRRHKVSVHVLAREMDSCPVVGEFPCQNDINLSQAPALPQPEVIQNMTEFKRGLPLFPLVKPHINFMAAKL
* marks the source's active call; other numbers are inactive results; & = joins results of further samples. Some of the compounds tested. The share of hits here may be higher or lower than overall.

Structure | IDE exosite inh
O=C1N[C@@H](Cc2ccccc2)COCc2cn(nn2)CC[C@H]1Cc1cccc(F)c1 | -0.079
COC(=O)C[C@H]1CC[C@@H]2[C@H](COc3ccc(NC(=O)c4ccc(C(F)(F)F)cc4)cc3C(=O)N2C)O1 | -0.95
Cc1ccc(S(=O)(=O)Nc2cccc3c2O[C@@H](CN(C)C(=O)Nc2ccc(C(F)(F)F)cc2)[C@@H](C)CN([C@H](C)CO)C3=O)cc1 | -0.65
COCC#Cc1ccc([C@H]2[C@@H](CO)N3C(=O)CN(C(=O)Nc4cc(F)ccc4F)C[C@@H]23)cc1 | 0.11
CCS(=O)(=O)Nc1ccc2c(c1)C(=O)N(C)[C@H]1CC[C@H](CC(=O)NC3CCCCC3)O[C@@H]1CO2 | 0.77
CCS(=O)(=O)Nc1ccc2c(c1)C(=O)N(C)[C@H]1CC[C@H](CC(=O)NC3CCCCC3)O[C@H]1CO2 | -0.89
COc1ccc(-c2ccc([C@@H]3[C@@H](CO)N4CCCCN(C(=O)c5ccc6c(c5)OCO6)C[C@H]34)cc2)cc1 | 4.3
C[C@@H]1CN([C@@H](C)CO)C(=O)CCCn2nncc2CO[C@H]1CN(C)C(=O)Nc1ccc(-c2cccs2)cc1 | 0.36
C[C@@H]1CN([C@H](C)CO)C(=O)CCCn2nncc2CO[C@H]1CN(C)Cc1ccc2cccnc2c1 | -0.66
CO[C@H](CN(C)S(=O)(=O)c1ccc(C)cc1)[C@@H](C)CN(C(=O)Nc1ccccc1F)[C@@H](C)CO | 1.3
O=C(Cc1cccnc1)N1CC(=O)N2[C@H](CO)[C@H](c3ccc(-c4cccc(F)c4)cc3)[C@@H]2C1 | -0.91
O=C(C1CCCCC1)N1[C@H](CO)[C@H]2c3ccccc3N(S(=O)(=O)c3ccccc3)C[C@H]21 | 1.4
COc1ccccc1NC(=O)N1CCCCN2[C@H](CO)[C@H](c3ccc(C#Cc4ccccc4)cc3)[C@H]2C1 | -0.26
O=C(C[C@@H]1CC[C@@H]2[C@H](COC[C@H](O)CN2C(=O)c2ccccc2F)O1)NCc1ccc(Cl)c(Cl)c1 | -1.2
CO[C@@H]1CN(C)C(=O)c2cc(NC(=O)Nc3cccc(Cl)c3)ccc2OC[C@@H](C)N(C(=O)Nc2c(C)noc2C)C[C@H]1C | 1.4
CN1C(=O)c2cc(NC(=O)c3ccno3)ccc2OC[C@H]2O[C@@H](CC(=O)Nc3ccccc3)CC[C@@H]21 | 0.09
O=C(C[C@H]1CC[C@@H]2[C@H](COC[C@@H](O)CN2Cc2cc(F)ccc2F)O1)NCc1ccc(Oc2ccccc2)cc1 | -1.1
C[C@H](CO)N1C[C@H](C)[C@H](CN(C)S(C)(=O)=O)Oc2ncc(-c3ccc(F)cc3)cc2C1=O | 1
CO[C@H]1CC[C@H]2CCOc3c(C#N)cccc3C(=O)N(C)C[C@H](c3ccccc3)CC(=O)N(C)C[C@H]1O2 | 1.9
COc1ccc2c3c([nH]c2c1)[C@H](CO)N(C(=O)NC1CCCC1)CC31CN(C(=O)Nc2cccc(F)c2)C1 | 1.2
CN(C)C(=O)c1ccc(-c2ccc([C@@H]3[C@@H](CO)N4C(=O)CN(C(=O)C5CCC5)C[C@@H]34)cc2)cc1 | -0.014
CC(C)CC#Cc1ccc([C@H]2[C@@H](CO)N3CCCCN(S(=O)(=O)c4ccc(F)cc4)C[C@@H]23)cc1 | 0.82
COc1ccccc1NC(=O)N1C[C@@H](O)COC[C@@H]2O[C@@H](CC(=O)N3CCC(Cc4ccccc4)CC3)CC[C@H]21 | -1.5
O=C1CN(Cc2ccc(F)cc2)C[C@@H]2[C@H](c3ccc(-c4ccccc4)cc3)[C@@H](CO)N12 | 0.33
COCC#Cc1ccc([C@@H]2[C@@H](CO)N3C(=O)CN(C(=O)C4CCC4)C[C@@H]23)cc1 | 4
O=C(c1cnccn1)N1CC(=O)N2[C@H](CO)[C@@H](c3ccc(C#CC4CCCCC4)cc3)[C@H]2C1 | 0.57
O=S(=O)(c1ccccc1)N1CCCCN2[C@H](CO)[C@H](c3ccc(C#CC4CCCC4)cc3)[C@H]2C1 | 0.27
CN(C)C(=O)c1ccc(-c2ccc([C@@H]3[C@H]4CN(CCC(F)(F)F)CCCCN4[C@H]3CO)cc2)cc1 | -1.2
Cc1cccc(-c2ccc([C@@H]3[C@H]4CN(S(=O)(=O)c5cccc(C)c5)CCCCN4[C@H]3CO)cc2)c1 | 1.8
COCC(=O)N1[C@H](CO)[C@H](c2ccccc2)[C@@H]1C#N | 2.4

6 structures from above, ordered by molar mass, falling:
Structure | IDE exosite inh
C[C@@H]1CN([C@@H](C)CO)C(=O)CCCn2nncc2CO[C@H]1CN(C)C(=O)Nc1ccc(-c2cccs2)cc1 | 0.36
COc1ccc2c3c([nH]c2c1)[C@H](CO)N(C(=O)NC1CCCC1)CC31CN(C(=O)Nc2cccc(F)c2)C1 | 1.2
COc1ccc(-c2ccc([C@@H]3[C@@H](CO)N4CCCCN(C(=O)c5ccc6c(c5)OCO6)C[C@H]34)cc2)cc1 | 4.3
CCS(=O)(=O)Nc1ccc2c(c1)C(=O)N(C)[C@H]1CC[C@H](CC(=O)NC3CCCCC3)O[C@@H]1CO2 | 0.77
CN1C(=O)c2cc(NC(=O)c3ccno3)ccc2OC[C@H]2O[C@@H](CC(=O)Nc3ccccc3)CC[C@@H]21 | 0.09
O=C1CN(Cc2ccc(F)cc2)C[C@@H]2[C@H](c3ccc(-c4ccccc4)cc3)[C@@H](CO)N12 | 0.33

The results go on.
Structure | IDE exosite inh
CCC(=O)N1[C@@H]2CN(C(=O)Nc3ccc(Cl)cc3)c3ccccc3[C@@H]2[C@@H]1CO | 1.9
C[C@@H]1CN([C@H](C)CO)C(=O)CCCn2cc(nn2)CO[C@@H]1CN(C)S(=O)(=O)c1cccc(C#N)c1 | 0.44
C/C=C/c1ccc([C@H]2[C@H]3CN(S(=O)(=O)c4ccccc4)CCCCN3[C@H]2CO)cc1 | 1.3
CCC(=O)N(C)C[C@H]1[C@@H](c2ccc(-c3cccnc3)cc2)[C@@H](CO)N1C(C)=O | -0.32
COc1ccc(CN(C)C[C@H]2OCCCC[C@@H](C)Oc3ccc(NC(=O)C4CCCCC4)cc3C(=O)N([C@H](C)CO)C[C@H]2C)cc1 | -0.33
N#C[C@@H]1[C@@H](c2ccccc2C2=CCCCC2)[C@@H](CO)N1S(=O)(=O)c1ccccc1 | -0.54
COc1cccc(C(=O)Nc2ccc3c(c2)C(=O)N(C)[C@@H]2CC[C@@H](CC(=O)NCc4ccc(F)cc4)O[C@H]2CO3)c1 | -0.98
COCC(=O)N1CC(=O)N2[C@H](CO)[C@H](c3ccc(-c4cccnc4)cc3)[C@H]2C1 | 2.6
O=C(NC[C@H]1N[C@H](CO)[C@@H]1c1ccc(C2=CCCCC2)cc1)c1ccc(F)cc1 | 1.9
CCC(=O)N1[C@H](CO)[C@H](c2ccccc2)[C@H]1CN(CC1CCC1)S(C)(=O)=O | -0.06
CCS(=O)(=O)N1CC2(C1)[C@H](c1ccccc1)[C@H](CO)N2Cc1ccc(F)cc1 | 0.32
COc1cccc(S(=O)(=O)N2CCCCN3[C@H](C2)[C@@H](c2ccc(C#CC4CC4)cc2)[C@@H]3CO)c1 | 3
CCCC(=O)Nc1ccc2c(c1)C(=O)N(C)C[C@H](OC)[C@H](C)CN(Cc1ccc(F)cc1)[C@@H](C)CO2 | -0.45
C[C@@H]1CN([C@@H](C)CO)C(=O)c2cc(NC(=O)Nc3cccc4ccccc34)ccc2O[C@@H](C)CCCCO[C@H]1CN(C)Cc1ccc(C(F)(F)F)cc1 | 0.36
O=C(C[C@H]1CC[C@@H](NS(=O)(=O)c2ccc(F)cc2)[C@H](CO)O1)N1CCN(c2ccccc2)CC1 | 2.7
CN(C[C@@H]1[C@@H](c2ccccc2)[C@H](CO)N1CC1CC1)C(=O)c1cccc(F)c1 | 1.7
CC(C)(C)[S@@](=O)N1Cc2cc(C(=O)NCCc3ccncc3)nc(-c3cccc(-c4cccc(C#N)c4)c3)c2[C@H]1CCO | -1.4
Cc1ccccc1S(=O)(=O)N1CC[C@@H]2[C@H](CO)Nc3ccc(-c4ccc(F)cc4)cc3[C@@H]21 | 2.7
C/C=C/c1ccc([C@H]2[C@H](CO)N3C(=O)CN(C(=O)Cc4cccnc4)C[C@@H]23)cc1 | 2.1
CCCNC(=O)N1CC(=O)N2[C@H](CO)[C@@H](c3ccc(C#Cc4ccc(F)cc4)cc3)[C@@H]2C1 | 4.3
C[C@@H](O)C#Cc1ccc([C@@H]2[C@@H](CO)N3CCCCN(C(=O)c4ccc5c(c4)OCO5)C[C@@H]23)cc1 | 1.4
CCc1cnc(N2[C@H](C#N)[C@@H](c3ccc(C#CC(C)C)cc3)[C@H]2CO)s1 | 4.6
O=C(Nc1ccc(F)cc1)N1CC(=O)N2[C@H](CO)[C@@H](c3ccc(C#Cc4cccnc4)cc3)[C@H]2C1 | -0.58
Cc1ccc(-c2ccc([C@H]3[C@H]4CN(C(=O)NC(C)C)CC(=O)N4[C@H]3CO)cc2)cc1 | -0.62
O=C(Nc1ccc(C(F)(F)F)cc1)Nc1ccc2c(c1)[C@@H]1C[C@@H](CC(=O)N3CCc4ccccc4C3)O[C@H](CO)[C@@H]1O2 | 0.12
CC(C)CC#Cc1ccc([C@H]2[C@@H](CO)N3C(=O)CN(C(=O)Nc4ccc(F)cc4)C[C@H]23)cc1 | 3
O=C(Cc1cccnc1)N1CC(=O)N2[C@H](CO)[C@@H](c3ccc(C#CC4CC4)cc3)[C@H]2C1 | -0.045
CCS(=O)(=O)N1CC2(CN(Cc3ccc4c(c3)OCO4)[C@H](CO)c3c2c2ccc(OC)cc2n3C)C1 | 0.93
COc1ccccc1NC(=O)N1CC(=O)N2[C@H](CO)[C@H](c3ccc(-c4cccc(C)c4)cc3)[C@@H]2C1 | -3.7*
O=C(c1ccc2c(c1)OCO2)N1CC(=O)N2[C@@H](CO)[C@@H](c3ccc(C#Cc4ccccc4)cc3)[C@@H]2C1 | -5.2*

The final 2 compounds of the part before are carried over, then new ones follow:
Structure | IDE exosite inh
COc1ccccc1NC(=O)N1CC(=O)N2[C@H](CO)[C@H](c3ccc(-c4cccc(C)c4)cc3)[C@@H]2C1 | -3.7*
O=C(c1ccc2c(c1)OCO2)N1CC(=O)N2[C@@H](CO)[C@@H](c3ccc(C#Cc4ccccc4)cc3)[C@@H]2C1 | -5.2*
C/C=C/c1ccc(C2[C@H]3CNC[C@@H]2N3C(=O)NC2CCCCC2)cc1 (some centres undefined) | 0.67&-0.26
CCCN(C[C@@H]1N[C@@H](CO)[C@H]1c1ccc(-c2cccnc2)cc1)C(C)=O | 1.1
O=C(NC[C@H]1N[C@H](CO)[C@@H]1c1ccc(C2=CCCC2)cc1)c1ccccc1 | 4.9
COc1ccc(-c2ccc([C@H]3[C@@H](C#N)N(C(=O)NC(C)C)[C@@H]3CO)cc2)cc1 | -1.3
O=C(Nc1ccc2c(c1)[C@H]1C[C@H](CC(=O)N3CCCCC3)O[C@@H](CO)[C@H]1O2)NC1CCCCC1 | -0.42
O=C(c1ccc(F)cc1)N1CCCCN2[C@H](C1)[C@@H](c1ccc(/C=C/c3ccccc3)cc1)[C@@H]2CO | 2.6
CCCC#Cc1ccc([C@@H]2[C@H]3CN(S(=O)(=O)Cc4ccccc4)CC(=O)N3[C@H]2CO)cc1 | 4.6
Cc1noc(C)c1NC(=O)Nc1ccc2c(c1)C(=O)N([C@H](C)CO)C[C@@H](C)[C@H](CN(C)Cc1ccc3c(c1)OCO3)OCCCC[C@H](C)O2 | 0.58
CNC[C@@H]1OCc2cnnn2CCCC(=O)N([C@H](C)CO)C[C@@H]1C | -0.56
CCCNC(=O)N1CC2(CN(C(=O)CN(C)C)C2)c2c(n(C)c3cc(OC)ccc23)[C@H]1CO | 0.0077
CCCC#Cc1ccc([C@H]2[C@@H](CO)N3CCCCN(S(C)(=O)=O)C[C@H]23)cc1 | 0.74
O=C(Nc1ccccc1F)N1CC(=O)N2[C@H](CO)[C@H](c3ccc(-c4ccc(F)cc4)cc3)[C@@H]2C1 | 0.49
CC(C)(O)C#Cc1ccc([C@H]2[C@@H](CO)N3CCCCN(C(=O)c4ccc(F)cc4)C[C@@H]23)cc1 | 0.72
CC(C)C#Cc1ccc([C@H]2[C@@H](CO)N(C(=O)C3CCC3)[C@H]2C#N)cc1 | 2.4
C[C@H](CO)N1C[C@H](C)[C@@H](CN(C)Cc2cccc(C(F)(F)F)c2)OCc2ccccc2-c2c(n(C)c3ccccc23)C1=O | 1.4
CO[C@H]1CC[C@H]2CCOc3c(C#N)cccc3C(=O)N(C)C[C@H](OC)[C@@H](C)C(=O)N(C)C[C@H]1O2 | -1.4
CO[C@@H]1CN(C)C(=O)c2cc(NC(=O)C3CCCCC3)ccc2OC[C@@H](C)N(C(=O)c2ccccc2)C[C@@H]1C | 0.019
Cc1ccc(-c2ccc([C@@H]3[C@H](CO)N4C(=O)CN(C(=O)Nc5ccc(F)cc5)C[C@@H]34)cc2)cc1 | 0.61
O=S(=O)(c1ccc(-c2ccccc2)cc1)N1C[C@@H]2N[C@H](C1)C2c1ccc(-c2ccncc2)cc1 (some centres undefined) | 1.1
O=C(C1CCCCC1)N1CC(=O)N2[C@H](C1)[C@H](c1ccc(Br)cc1)[C@@H]2CO | 1.5
CCN1CC(=O)N2[C@H](C1)[C@@H](c1ccc(Br)cc1)[C@@H]2CO | -0.63
CC(C)C#Cc1ccc([C@@H]2[C@@H](CO)N(C(=O)C3CCC3)[C@H]2C#N)cc1 | 1.7
COCC(=O)Nc1ccc2c(c1)[C@H]1C[C@H](CC(=O)N[C@@H](C)c3ccccc3)O[C@H](CO)[C@H]1O2 | -1.1
COc1ccc(S(=O)(=O)N2C[C@H](O)COC[C@@H]3O[C@H](CC(=O)N[C@@H]4CCN(Cc5ccccc5)C4)CC[C@H]32)cc1 | 0.32
Cc1ccccc1-c1ccc([C@@H]2[C@H](CO)N3CCCCN(C(=O)CN4CCOCC4)C[C@@H]23)cc1 | -14*
O=S(=O)(Cc1ccccc1)N1CCCCN2[C@@H](CO)[C@@H](c3ccc(C#Cc4ccccc4)cc3)[C@@H]2C1 | 3.3
CCCC#Cc1ccc([C@H]2[C@@H](CO)N3CCCCN(CC4CCOCC4)C[C@H]23)cc1 | 1.5

Source: PubChem BioAssay (Broad Institute)
